MT1-MMP txn act: MT1-MMP promoter transcription activation. HT1080 MT1-MMP promoter luciferase reporter, luminescence, overnight; stronger effect = higher value. 0.16% of 86,000 active. activation factor at 10 µM;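 active = activation factor of at least 2 for MT1-MMP transcription at 10 µM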
LYP inh 2: inhibitors of human LYP (PTPN22) phosphatase. Q9Y2R2. recombinant LYP catalytic domain, DiFMUP fluorescence. inhibition, % at 2 µM. 0.21% of 96,000 active;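 active = inhibition at 2 µM at or above a set limit, the screen mean plus 3 SD, cut at about 24% in these data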;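 also: 0% = DMSO with enzyme and 100% = enzyme fully blocked by orthovanadate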
Target sequence (Q9Y2R2 whole entry, looked up, the tested form may be a part): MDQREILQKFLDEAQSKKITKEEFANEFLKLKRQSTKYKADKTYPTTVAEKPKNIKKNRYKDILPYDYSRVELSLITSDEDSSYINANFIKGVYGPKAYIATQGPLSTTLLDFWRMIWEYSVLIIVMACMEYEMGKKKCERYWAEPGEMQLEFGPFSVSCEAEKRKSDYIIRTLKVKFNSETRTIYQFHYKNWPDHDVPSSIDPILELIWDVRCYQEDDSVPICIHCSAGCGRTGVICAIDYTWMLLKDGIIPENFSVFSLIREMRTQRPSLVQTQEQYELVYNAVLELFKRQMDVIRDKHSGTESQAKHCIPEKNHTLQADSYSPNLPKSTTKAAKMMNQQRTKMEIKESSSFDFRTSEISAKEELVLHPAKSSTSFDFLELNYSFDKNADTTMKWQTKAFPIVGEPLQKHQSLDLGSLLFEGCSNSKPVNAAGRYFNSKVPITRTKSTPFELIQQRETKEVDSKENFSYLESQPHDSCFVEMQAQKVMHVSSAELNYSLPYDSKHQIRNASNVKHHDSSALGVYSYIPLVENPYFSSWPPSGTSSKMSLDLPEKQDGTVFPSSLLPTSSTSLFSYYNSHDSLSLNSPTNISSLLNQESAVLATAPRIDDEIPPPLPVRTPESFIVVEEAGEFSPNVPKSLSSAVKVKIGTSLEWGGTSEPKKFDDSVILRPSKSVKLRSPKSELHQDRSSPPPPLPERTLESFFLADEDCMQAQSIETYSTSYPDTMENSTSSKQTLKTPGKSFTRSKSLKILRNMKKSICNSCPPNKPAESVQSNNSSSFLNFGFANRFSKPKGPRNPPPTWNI
HUVEC tox TNFa: HUVEC cytotoxicity counter-screen, TNF alpha stimulated; HUVEC TNFalpha-stimulated, Hoechst cell count, imaging; cell count reduction, % at 2 µM; 0.17% of 93,000 active;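 active = cell count reduction exceeding the screen mean by over 5 SD, scaled to untreated wells per plate, cut at about 78% in these data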;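 also: cells counted after 24 h of TNF alpha exposure following the 1 h pretreatment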
HUVEC tox IL1B: toxic to HUVEC cells under IL-1B stimulation. HUVEC cell count loss, Hoechst imaging, IL-1B stimulated. cell count reduction, % at 2 µM. 0.41% of 94,000 active;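 active = cell count reduction more than 3 SD above the screen-wide mean, cut at about 70% in these data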;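 also: normalized per plate to untreated control cells as the no-loss baseline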
F-actin modifier: cytoskeleton assembly modification; inhibition, % at 2 µM; 0.18% of 91,000 active; AID 836; HUVEC TNFa F-actin phalloidin imaging, high content;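 active = inhibition above the batch mean plus 3 SD and confirmed as a hit by visual image inspection, cut at about 30% in these data, passing the limit was not always enough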; also: strong numbers were not always called active
Calb biofilm kill: kills Candida albicans biofilms | C. albicans biofilm + clotrimazole, Alamar Blue | inhibition, % at 6 µM | 0.14% of 85,000 active;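 active = inhibition above 20%; inactive = inhibition below 20%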;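 also: preformed 24 hr biofilms exposed to compound for 48 hr; 0% = biofilm without compound and 100% = blank killed by clotrimazole plus chlorhexidine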
hDAT+cocaine: human DAT dopamine uptake with cocaine, either direction | AID 449768 | LLC-PK1 hDAT cells, [14C]-dopamine uptake with cocaine IC80; actives deviate in either direction | 1.3% of 110,000 active | B-score at 10 µM | Q01959;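 active = Z score or B-score, a plate-position-corrected score, falls beyond the plate's 99.7% confidence bounds, in either direction; inactive = both scores lie inside the 99.7% bounds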;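 also: scored against the spread of the other compound wells on the same plate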
VCAM1 TNFa inh: reduces TNF alpha induced VCAM1 expression in HUVEC. HUVEC TNFa-induced VCAM-1 immunofluorescence, high-content imaging. inhibition, % at 2 µM. 0.48% of 95,000 active;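 active = inhibition above the batch mean plus 3 SD, with images confirmed as a hit by eye, cut at about 37% in these data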;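 also: 0% = TNF-stimulated DMSO wells and 100% = unstimulated control wells; not every result past the cut was called active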
Smad3 inh: Smad3 (human) transcription factor binding inhibition | inhibition, % at 25 µM | P84022 | 0.29% of 88,000 active | TR-FRET Smad3/Dy647-FoxH1 peptide binding, europium anti-His;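 active = compounds that reduce the energy-transfer binding signal between the protein and its labelled peptide by more than half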;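 also: 0% = Smad3 plus labelled peptide maximal FRET and 100% = peptide-only background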
Starred values were filed as active, the others as inactive; / = not tested or not shown; [ ] = remark or other dose. Not all compounds are listed (hit frequency here may not be typical).

SMILES	MT1-MMP txn act	LYP inh 2	HUVEC tox TNFa	HUVEC tox IL1B	F-actin modifier	Calb biofilm kill	hDAT+cocaine	VCAM1 TNFa inh	Smad3 inh
CCOC(=O)c1c(C)[nH]c(C(=O)Nc2ccc3c(c2)OCO3)c1C	1.2	-16	-30	-7	-7	5	/	-23	10
Cc1ccc(NC(=O)CSc2nnc(-c3ccc(S(=O)(=O)N4CCOCC4)cc3)n2C)cc1	1.1	2	-16	-12	8	-3	-0.24	10	15
O=C(NC1CCCCC1)c1nn2c(C(F)(F)F)cc(-c3ccco3)nc2c1Br	1	9	-8	2	22	-4	0.17	-1	-8
Cc1nc(N2CCOCC2)c(C#N)c2c1COC(C)(C)C2	1	9	-5	0	13	6	-0.26	6	11
O=C(Nc1ccc(N2CCOCC2)cc1)C1CC1	1.1	-2	8	22	-14	0	-0.92	-2	8
Clc1ccc(OCc2nn3c(-c4ccco4)nnc3s2)cc1	1.1	1	-29	-31	-15	10	0.51	-24	35[fluorescence artefact?]
Cc1sc(-c2ccccn2)nc1OC(=O)c1cccc(Cl)c1Cl	/	12	-27	-17	24	/	-0.95	10	/
O=S(=O)(NC12CC3CC(CC(C3)C1)C2)c1ccc(F)cc1	1.1	-3	8	14	-11	3	-1.3	-4	18
COc1cc(OC)nc(Oc2ccccc2C(=O)Oc2ccc(F)cc2Cl)n1	/	-9	-49	3	52	/	-0.15	2	/
CCCC(c1nnnn1Cc1ccc(OC)cc1)N1CCN(c2ccccc2OC)CC1 (stereo unspecified)	1	9	-9	-187	-6	8	0.64	15	-7
COC(=O)c1c(-c2ccco2)csc1NC(=O)C1CC=CCC1C(=O)O (stereo unspecified)	1	4	-27	0	7	-2	1.4	3	7[fluorescence artefact?]
COc1ccccc1C1(O)CCN(C(=O)c2cccs2)CC1	1.4	13	-43	-21	20	8	/	6	5
O=c1cc(-c2ccccc2)[nH]n1-c1ccc([N+](=O)[O-])cc1	/	3	12	10	-2	/	-2.5*	-4	/
CCC(C)(C)NC(=O)CN(Cc1cccs1)C(=O)CNS(=O)(=O)c1ccc(C)cc1	1.1	-7	-25	-17	8	4	0.74	-18	-2
COc1ccc(NC(=O)C(c2ccc(C)cc2)N(C)C(=O)c2cnccn2)cc1 (stereo unspecified)	1	/	/	/	/	-1	1.7	/	-2
CCCS(=O)(=O)N1CCC(C(=O)N2CCCC2)CC1	1.1	-15	8	-35	-5	2	0.48	26	-7
O=C(O)CCC(=O)NNC(=O)CCC(=O)NCc1ccccc1	/	-4	-17	-28	-4	/	-0.58	12	/
Cc1c(CNC(=O)c2nn3c(c2Cl)NC(c2ccccc2)CC3C(F)(F)F)cnn1C (stereo unspecified)	1	-8	-13	-18	9	3	1.5	21	0
CCOc1ccc2nc(N3CCC(C(=O)Nc4nnc(CC)s4)CC3)sc2c1	1.3	/	/	/	/	1	0.21	/	-1
CCOc1cc(C)c(Cl)cc1S(=O)(=O)NCc1ccco1	1.1	-3	5	-11	12	7	-0.044	-1	10[fluorescence artefact?]
O=C(CSCc1cccc(Br)c1)N1CCOCC1	1.4	-9	9	-4	19	2	0.41	7	-1
CC(CN1CCN(C)CC1)OC(=O)c1ccccc1Cl (stereo unspecified)	1	/	/	/	/	9	-0.051	/	4
O=C(CCN1C(=O)c2ccccc2C1=O)OCn1nnc2ccccc2c1=O	1.1	4	-9	8	38	4	-0.34	-6	-1
O=C(Nc1ccccc1C(=O)NCCc1ccccc1)c1ccco1	1.3	-2	20	-19	-50	4	0.33	-2	12
Cc1cc(C)cc(NC(=O)N2CCCC2C(=O)Nc2ccc(-n3cnnn3)c(C)c2)c1 (stereo unspecified)	1.1	4	-2	-20	-3	5	1	6	-10
Cc1nc(SC(C)C)[nH]c(=O)c1Cc1ccccc1	1.2	0	-24	-13	14	4	-0.21	3	21[fluorescence artefact?]
Cc1cc(/C=N/NC(=O)c2cccs2)c(C)n1-c1ccccc1	/	2	3	30	9	/	0.34	22	/
CNC(=O)C1CC(=O)N/C(=N/N=C(\C)c2cccs2)S1 (stereo unspecified)	1	4	1	1	-2	-1	-1.2	-3	-11
O=C(Nc1nc(-c2ccccc2)cs1)c1cccc([N+](=O)[O-])c1	/	5	-4	13	-10	/	1.3	-18	/
Cc1ccc(-c2nc3cnccn3c2Nc2ccccc2)o1	1	-2	34	15	-1	2	0.69	20	6
COc1ccccc1-c1c(C)nn2c(N3CCN(Cc4ccccc4)CC3)cc(C)nc12	/	4	-6	10	-14	3	2.2	9	-15
Nc1c(C(=O)NCc2ccc3c(c2)OCO3)c2nc3ccccc3nc2n1CCCN1CCOCC1	0.6	2	-11	5	-16	-1	1.1	-6	19[fluorescence artefact?]
Cc1nc(NC(=O)c2ccccc2)sc1-c1csc(N)n1	1.3	3	-18	-24	-27	6	2.2	16	0
O=c1[nH]c2ccc(S(=O)(=O)N3CCCCC3)cc2[nH]c1=O	1.2	-4	-44	-26	14	1	-1.7	8	2
CCCNC(=O)c1csc2c1CCCCC2	1.1	-13	-1	-1	-10	7	0.0094	3	2
COC(=O)c1cn(Nc2ncc(C(F)(F)F)cc2Cl)c(=O)c2ccccc12	1	8	-33	-13	20	-1	-0.22	6	-4

Grouped by structure: those above with a COOH group
SMILES	MT1-MMP txn act	LYP inh 2	HUVEC tox TNFa	HUVEC tox IL1B	F-actin modifier	Calb biofilm kill	hDAT+cocaine	VCAM1 TNFa inh	Smad3 inh
COC(=O)c1c(-c2ccco2)csc1NC(=O)C1CC=CCC1C(=O)O (stereo unspecified)	1	4	-27	0	7	-2	1.4	3	7[fluorescence artefact?]
O=C(O)CCC(=O)NNC(=O)CCC(=O)NCc1ccccc1	/	-4	-17	-28	-4	/	-0.58	12	/

Next section:
SMILES	MT1-MMP txn act	LYP inh 2	HUVEC tox TNFa	HUVEC tox IL1B	F-actin modifier	Calb biofilm kill	hDAT+cocaine	VCAM1 TNFa inh	Smad3 inh
CC1(C)CC(=O)C=C(Nc2ccccc2F)C1	1.1	-10	-14	3	-11	0	0.55	-13	-19
Cc1ccccc1Cn1c([N+](=O)[O-])cnc1C	/	2	-9	-21	-1	/	-0.84	10	/
Cn1c(=O)c2c3c(sc2n2c(SCC(N)=O)nnc12)CC(C(C)(C)C)CC3 (stereo unspecified)	1.2	-9	-34	-23	5	4	0.55	8	12
O=C(O)c1ccc2c(c1)OCCO2	1.2	2	-37	-2	6	5	0.011	14	6
O=C(O)CCc1ccc(-c2ccc(Br)cc2)o1	1.1	-12	-4	-24	-22	8	1.5	12	21[fluorescence artefact?]
COc1ccccc1OCCCn1c(C)c(C#N)c2ccccc21	1.1	-10	-15	-12	-11	5	-1.3	-30	14
Cc1cccc2cc(CN(Cc3nnnn3Cc3ccccc3)C3CCCC3)c(=O)[nH]c12	1.3	6	-4	1	6	8	0.84	7	1
CC1CN(c2ccc(S(=O)(=O)N3CCOCC3)cn2)CC(C)O1 (stereo unspecified)	1.1	-11	14	2	-8	3	0.23	20	-12
CC(=O)c1cccc(NC(=O)CC2SC(N3CCCCC3)=NC2=O)c1 (stereo unspecified)	1.2	-5	-11	0	-1	10	0.23	-26	-2
CC1CCCC(C)N1C(=O)CSc1nnc(NC(=O)Cc2cccs2)s1 (stereo unspecified)	1.1	6	-12	-11	34	-1	1.4	1	-6
COc1cccc(CNC(=O)c2nnn(CC(=O)Nc3ccc(C)c(C)c3)c2N)c1	1	/	/	/	/	12	-0.32	/	9
O=C(CSc1nnnn1Cc1ccccc1)N1CCN(c2ccccc2)CC1	1	-9	-15	8	-2	8	/	20	-7
CC(=O)NC1=NC(=O)/C(=C/N2CCCCC2)S1	0.9	10	10	9	4	0	-0.65	-3	-2
S=c1[nH]nc(-c2ccccc2)n1/N=C/c1cccs1	/	11	2	-8	-14	/	-0.35	-1	/
O=C1CCN(Cc2nnnn2CC2CCCO2)c2ccccc2N1 (stereo unspecified)	1.1	-10	-16	11	14	5	-0.77	4	8
CCCC1(C(=O)O)NC(c2cccc(OC)c2O)C2C(=O)N(c3ccccc3)C(=O)C21 (stereo unspecified)	1.1	9	-12	-51	4	1	-0.43	9	3
COc1ccc(NC(=O)CSc2ncccc2C(=O)OC(C)C)cc1OC	/	-8	-50	15	-9	3	-0.47	-2	-5
CCN(CC)S(=O)(=O)c1cc(C)c(C)cc1Br	1.1	-3	-16	-11	10	0	-0.027	8	7
O=C(CCC(=O)c1cccs1)OCC(=O)c1ccc(Cl)s1	1.1	/	/	/	/	3	-0.013	/	-4
CS(=O)(=O)N(CC(=O)NCCC1=CCCCC1)C1CCCCC1	1	-10	-35	-38	28	0	-0.26	-39	24[fluorescence artefact?]
O=C(O)Cn1c(SCCOc2ccccc2F)nc2ccccc21	1.1	-5	-3	-17	-18	/	0.095	14	/
CCc1cccc(C)c1NC(=O)CCCC(=O)O	1.3	6	-29	-8	-8	-3	0.68	16	10
O=C(C1=C(O)C(=O)N(Cc2ccco2)C1c1cccnc1)c1cc2ccccc2o1 (stereo unspecified)	1.1	6	-34	-7	0	4	0.46	-16	13[fluorescence artefact?]
CCn1nnnc1SCC(=O)N1CCc2ccccc21	1.6	3	-29	-51	2	5	0.0027	-6	-1
COc1cc(OC)cc(C(=O)Nn2c(C)nc3ccccc3c2=O)c1	1.1	0	-21	13	18	8	0.033	-11	-4
CSCC[C@H](NC(=O)OC(C)(C)C)c1nnc(SCc2ccccc2)o1	1.2	-8	-30	-11	-10	10	0.26	-1	3
COc1ccc(N2CCN(C(=O)CNC(=O)Cn3c(C)cc4ccccc4c3=O)CC2)cc1	1	-1	2	-24	-13	10	0.0036	2	6
COc1ccc(CNC(=S)Nc2cc(C)ccc2C)cc1	/	12	-7	14	-4	/	0.9	6	/
Cn1c(=O)c(C(=O)c2ccccc2)nc2ccccc21	1.1	0	1	16	-26	2	0.24	7	8
CCCCOC(=O)C(C)Oc1ccc(=O)n(-c2ccccc2)n1 (stereo unspecified)	1.3	-14	-39	-16	-16	13	-0.29	2	-2
CN(Cc1cccs1)S(=O)(=O)c1cccs1	1.1	-8	-14	7	-24	4	-1.6	-1	17
CCN(CC)C(=O)CSc1nnc(-c2cccnc2)n1CCc1ccccc1	1.2	-1	-4	-21	-7	3	0.54	-8	-6
c1ccc2c(c1)CCN(c1ncnc3nc[nH]c13)C2	1.2	/	/	/	/	13	-1.4	/	-3
Cc1nc(SCC(=O)c2ccc(F)cc2)n[nH]1	1.2	/	/	/	/	5	0.018	/	-3
CCn1cc(/C=C/C(=O)NCc2c(C)nn(C)c2C)cn1	/	-1	5	4	-31	/	-0.15	8	/
COC(=O)[C@H](C)NC(=O)NC1CCN(Cc2ccccc2)CC1	1	-1	0	83*	-6	2	-0.26	14	-20
CC(C)(C)NC(=O)C(OC(=O)Cn1nnc(-c2ccc(F)cc2)n1)c1ccncc1 (stereo unspecified)	1	7	-30	-14	0	9	-0.17	7	-5
Cc1ccc2cc3c(NC(=O)C4CCCO4)nn(CC(C)C)c3nc2c1 (stereo unspecified)	1.1	2	-34	-184	17	2	0.013	-14	-1
CCC(C)n1nnc2c(=O)oc3ccccc3c21 (stereo unspecified)	/	10	32	23	-1	/	-0.31	-2	/
CSc1ccccc1-n1nnnc1SCC(=O)Nc1ccccc1C	1.1	6	-9	-2	2	-1	0.55	2	-7
O=C(Cc1cccs1)NCc1ccncc1	1.1	-2	-2	0	-12	7	/	-1	0
CCCc1cc(=O)[nH]c(SCC(=O)C(C)(C)C)n1	1	0	-9	-2	3	8	/	-3	10

High-throughput results: PubChem, several laboratories
